Compound activity from PubChem.
STAT3 inh = reduces IL-6 driven STAT3 reporter signal; U3A cells, IL-6 STAT3-luciferase reporter, luminescence; host cell line lacks STAT1; inhibition, % at 5.5 µM; 0.89% of 190,000 active; AID 862;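 active means inhibition above the mean inhibition across all screened compounds plus 3 SD, cut at about 44% in these data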;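 further: 0% = DMSO only wells and 100% = 100 µM nifuroxazide control wells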
Diaph inh CS = inhibits diaphorase or chemically oxidizes, flagging diaphorase assay artifacts. diaphorase resazurin-to-resorufin fluorescence, NADH, 16 min; bacterial (C. kluyveri) enzyme, not human. inhibition, % at 20 µM. 0.69% of 190,000 active. AID 1217;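 active means primary screen inhibition at 20 µM above a set limit, cut at about 50% in these data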;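 further: plate controls were DMSO with full reaction for no effect and wells lacking NADH for full effect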
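material = Clostridium kluyveri diaphorase enzyme | amount = 0.14 U/mL diaphorase, enzyme working solution | schedule = incubation 16 min, room temperature | detection = fluorescence of resorufin formed from resazurin, Ex 544/Em 590 nm | benchmarks = positive control minus NADH, DMSO neutral control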
G6PDH counter = inhibits Leuconostoc G6PDH, flagging false hits in G6PDH-based assays | Purified L. mesenteroides G6PDH, diaphorase/resazurin coupled fluorescence, 45 min | inhibition, % at 5 µM | 0.12% of 200,000 active; in the data active means inhibition above about 50%
TLR4 MyD88 comp = blocks binding of human TLR4 to MyD88; O00206+Q99836; HeLa CL3-4 TLR4/MyD88 BLA complementation, FRET ratio; inhibition, % at 8.4 µM; 0.18% of 200,000 active; in the data active means inhibition above about 25%;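 further: 0% = vehicle and 100% = reference inhibitor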
Target sequence (O00206 whole entry, looked up): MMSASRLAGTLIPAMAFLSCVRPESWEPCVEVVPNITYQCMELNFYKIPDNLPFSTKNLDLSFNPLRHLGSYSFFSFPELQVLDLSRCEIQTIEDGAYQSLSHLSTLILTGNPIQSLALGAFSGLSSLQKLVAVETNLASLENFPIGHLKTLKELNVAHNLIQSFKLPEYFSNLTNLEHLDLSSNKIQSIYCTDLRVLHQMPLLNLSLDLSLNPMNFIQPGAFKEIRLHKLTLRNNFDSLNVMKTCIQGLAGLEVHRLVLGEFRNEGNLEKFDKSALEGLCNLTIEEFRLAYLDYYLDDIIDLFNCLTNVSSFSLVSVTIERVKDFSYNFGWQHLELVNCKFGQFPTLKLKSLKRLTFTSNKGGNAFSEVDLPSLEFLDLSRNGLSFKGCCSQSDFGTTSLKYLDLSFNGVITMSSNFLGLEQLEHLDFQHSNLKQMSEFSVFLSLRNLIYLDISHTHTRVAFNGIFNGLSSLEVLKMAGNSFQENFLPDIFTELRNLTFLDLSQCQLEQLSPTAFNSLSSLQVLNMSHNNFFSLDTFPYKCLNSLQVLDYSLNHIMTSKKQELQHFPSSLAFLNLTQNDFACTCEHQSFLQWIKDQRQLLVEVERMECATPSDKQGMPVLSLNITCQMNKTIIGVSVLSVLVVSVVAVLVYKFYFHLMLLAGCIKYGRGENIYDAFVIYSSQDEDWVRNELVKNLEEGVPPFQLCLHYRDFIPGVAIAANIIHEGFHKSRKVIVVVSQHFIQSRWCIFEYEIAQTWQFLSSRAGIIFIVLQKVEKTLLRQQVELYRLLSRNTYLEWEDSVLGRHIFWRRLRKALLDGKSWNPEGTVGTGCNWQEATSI
Target sequence (Q99836 whole entry, looked up): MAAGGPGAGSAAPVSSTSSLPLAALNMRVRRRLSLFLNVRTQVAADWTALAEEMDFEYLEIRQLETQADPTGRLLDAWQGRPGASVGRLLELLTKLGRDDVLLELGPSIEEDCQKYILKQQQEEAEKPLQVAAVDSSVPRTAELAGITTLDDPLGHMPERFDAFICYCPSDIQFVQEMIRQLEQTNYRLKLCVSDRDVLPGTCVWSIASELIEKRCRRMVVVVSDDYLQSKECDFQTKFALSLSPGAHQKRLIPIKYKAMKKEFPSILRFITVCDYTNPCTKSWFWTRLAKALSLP
Diaph act CS = counter-screen for diaphorase-based assays: diaphorase activators and chemical reducers. Diaphorase/resazurin coupled assay, resorufin fluorescence, 16 min; active compounds read high; 1 = vehicle wells, 0 = NADH-free wells. activation factor at 20 µM. 0.005% of 190,000 active. AID 1229;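 active means diaphorase activity raised at least twofold by the compound at 20 µM; inactive means activation factor below 2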
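Assay system: Purified diaphorase enzyme from Clostridium kluyveri | Amount: Enzyme 0.07 U/mL final | Dosing: Compound 20 µM once, DMSO 1% | Timing: 16 min reaction at room temperature | Detection: Fluorescence, excitation 544 nm and emission 590 nm | Evaluation: Higher resorufin formation from activation or reduction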
Hsp70 act = switches on Hsp70 transcription. activation, % at 10 µM. 0.04% of 200,000 active. HeLa Hsp70 promoter luciferase reporter, luminescence; scaled: vehicle 0, proteasome-inhibitor control 100%. AID 1203;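 active means activation above the mean across all tested compounds plus 3 SD, cutoff set per campaign, cut at about 5.5% in these data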;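 further: 100% = MG132 at 30 µM as the positive control and 0% = DMSO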
STAT3 act = STAT3 signaling activation; 0.91% of 190,000 active; activation (% of control), % at 5.6 µM; U3A cells, IL-6 STAT3-luciferase reporter, luminescence; 100% = signal with IL-6 EC80 alone;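 active means activation above the screen-wide mean of compound activation plus 3 SD, cut at about 130% in these data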;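 further: 0% = background luminescence of wells with medium and substrate only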
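Material: human U3A cells carrying STAT3-luciferase construct. Measured by: reporter luminescence signal. Timing: compound 1 h, then IL-6 6 h at 37 °C.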
APP transl inh = APP translation inhibition; SH-SY5Y APP 5'UTR-luciferase reporter, luminescence; 0.82% of 190,000 active; inhibition, % at 2 µM;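 active means inhibition above a set limit, derived from the sample mean plus 3 SD, cut at about 45% in these data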; further: values of inactives mirror those of a sister screen read the other way
STAT1 blocker = STAT1 signaling inhibition; NIH 3T3 STAT1-luciferase reporter, IFN-gamma, luminescence; 0.35% of 200,000 active; inhibition, % at 5.5 µM;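 active means inhibition above a set limit, the mean inhibition across all tested compounds plus 3 SD, cut at about 34% in these data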;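 further: 0% = IFN-gamma with DMSO and 100% = IFN-gamma with 300 µM nifuroxazide; values of inactives mirror those of a sister screen read the other way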
STAT1 act = activators of IFN-gamma induced STAT1 signaling; NIH 3T3 STAT1-luciferase reporter, luminescence; 100% = IFN-gamma alone, no compound; activation (% of control), % at 5.5 µM; 2.6% of 200,000 active; AID 932;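 active means activation above the screen-wide mean activation plus 3 SD, cut at about 130% in these data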;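 further: raw ratio to IFN-gamma control signal so 100% means no change and 0% no light; values of inactives mirror those of a sister screen read the other way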
An asterisk follows results filed as active; x = no result given.

item	molecule	STAT3 inh	Diaph inh CS	G6PDH counter	TLR4 MyD88 comp	Diaph act CS	Hsp70 act	STAT3 act	APP transl inh	STAT1 blocker	STAT1 act
1	COCCn1nnnc1C(c1ccc(OC)c(OC)c1)N1CCc2ccccc21 (configuration not stated)	-8	16	0	-4	0.8	0.2	109	-6	2	98
2	COC(=O)C1CCN(C(=O)c2cc(=O)[nH]c3ccccc23)CC1	1	6	3	-8	0.9	-0.1	101	-16	-10	109
3	Cc1ccc(-n2c(N)c(C(=O)Nc3c(C)n(C)n(-c4ccccc4)c3=O)c3nc4ccccc4nc32)cc1C	25	38	-34	-4	0.6	-0.3	78	-7	-5	105
4	Cn1cc(CN2CCN(CCO)CC2)c(-c2ccc(Oc3ccccc3)cc2)n1	4	2	15	0	1	-0.1	108	6	0	99
5	CCC(C)N(CCNC(=O)CC1Oc2ccc(C)cc2NC1=O)C1CCCCC1 (configuration not stated)	-4	10	0	2	0.9	0.1	111	-6	5	96
6	CN(C)C(=S)Nc1cccc(-c2n[nH]c(=S)o2)c1	13	19	5	-17	0.8	-0.3	97	0	8	92
7	CC(C)OCCCNC(=O)NC12CC3CC(CC(C3)C1)C2	-2	14	10	-11	0.9	-0.3	105	3	-7	106
8	CC(=O)NC(Cc1cccc(F)c1)C(=O)NC1CCN(c2nnnn2-c2ccccc2)CC1 (configuration not stated)	11	18	10	-5	0.8	0.1	98	6	5	96
9	Cc1ccccc1NC(=O)Nc1ccccc1Br	25	4	3	-14	1	-0.2	83	-9	-1	101
10	N#Cc1ccsc1NC(=O)CN1CCN(S(=O)(=O)c2ccc3ccccc3c2)CC1	-9	21	0	-10	0.8	-0.3	108	10	0	100
11	Cc1cc(CNC(=O)COc2ccc(F)cc2Cl)cc(C)c1O	15	-1	0	-9	1	0.3	95	-8	-4	104
12	COCCNC(=O)c1cc(-c2cccnc2)nc2ccc(Br)cc12	11	1	4	-1	1	-0.3	93	-17	4	96
13	COC(=O)c1ccccc1N1CCS(=O)(=O)CC1	6	-3	5	6	1	0.0	101	-4	-10	108
14	Cn1cc(CN2CCCC(CO)(Cc3cccc(Cl)c3)C2)cn1 (configuration not stated)	-2	13	5	-3	0.9	0.3	113	-1	-5	104
15	Cc1cc(NC(=O)CSc2nc3ccsc3c(=O)n2CCCC(=O)NCCc2ccccc2)no1	-6	3	-3	7	1	0.2	107	1	8	92
16	C=CCn1c(=N)n(CC(=O)c2cccc([N+](=O)[O-])c2)c2ccccc21	2	10	17	-3	0.9	-0.1	103	9	-11	110
17	Cc1c(SCCO)c(=O)[nH]c2cc3c(cc12)OCO3	-4	11	3	2	0.9	0.2	103	x	-2	103
18	CCOC(=O)Cc1ncccc1C(=O)Nc1ccc(OC(F)(F)F)cc1	0	15	-1	-9	0.8	0.0	108	-14	14	87
19	COc1ccc2c(C(=O)CN3CC(C)OC(C)C3)c[nH]c2c1 (configuration not stated)	-29	10	4	-14	0.9	-0.1	128	-3	-6	106
20	CC(C)CN(C(=O)CN1CCN(c2ccccc2O)CC1)c1c(N)n(CC(C)C)c(=O)[nH]c1=O	12	27	23	-7	0.7	-0.3	93	17	1	99

The results go on.
item	molecule	STAT3 inh	Diaph inh CS	G6PDH counter	TLR4 MyD88 comp	Diaph act CS	Hsp70 act	STAT3 act	APP transl inh	STAT1 blocker	STAT1 act
21	O=C(N1CCOCC1)N1CCN(S(=O)(=O)N2CCOCC2)CC1	1	-9	7	-4	1.1	0.3	99	-13	-4	104
22	O=c1cc(CSc2ccc(Cl)cc2)nc(-c2ccccc2)[nH]1	6	7	4	3	0.9	-0.3	102	18	-6	106
23	O=C(COC(=O)c1cccnc1Cl)Nc1ccccc1OC(F)F	4	-7	1	4	1.1	0.1	100	-3	0	98
24	CCN1CCc2nc(N)sc2C1	0	2	0	-3	1	0.4	102	-4	-2	101
25	O=S(=O)(Nc1ccc(S(=O)(=O)N2CCCCCC2)cc1)c1cccs1	9	14	-6	-17	0.9	-0.4	94	-2	4	96
26	Cc1ccc(OCCN2C(=O)CSC2=O)cc1	19	-6	2	-12	1.1	-0.2	91	24	0	100
27	CCCN(CCO)Cc1ccc(Cl)c(Cl)c1	7	16	7	0	0.8	-0.2	99	2	0	100
28	O=C1C(=O)N(CCCn2ccnc2)C(c2cccnc2)/C1=C(/O)c1ccc(Br)cc1 (configuration not stated)	9	x	x	-11	x	-0.3	95	-17	-1	101
29	CCOc1ccc(NC(=O)N2CCN(S(C)(=O)=O)CC2)cc1	-2	-8	6	-8	1.1	-0.3	106	-19	-8	106
30	CC(Sc1nnnn1C)C(=O)Nc1ccccc1 (configuration not stated)	-2	17	2	-7	0.8	-0.1	104	4	0	98
31	CC1(C)CC(=O)c2c(O)cc(OCc3ccc([N+](=O)[O-])cc3)cc2O1	-5	12	-1	10	0.9	0.0	115	-14	-15	114
32	CCC(C)(C)NC(=O)C(c1ccco1)N(C(=O)CNC(=O)c1cccs1)c1cccnc1 (configuration not stated)	13	4	4	-2	1	-0.4	92	-3	5	93
33	CSC1=NSC2=NC(=O)/C(=C/c3coc4ccccc4c3=O)C(=N)N12	-3	37	6	13	0.6	-0.3	103	-10	-6	105
34	Cc1noc(C)c1COC(=O)c1cnc(Cl)c(Cl)c1	19	1	10	26*	1	-0.1	86	-2	-4	103
35	CC(C)c1nc2n[nH]c(N)c2c2c1CCCC2	1	13	3	8	0.9	0.2	104	-17	-6	105
36	COc1ccccc1N1CCN(C(=O)CSc2nnc(NC(=O)C(C)C)s2)CC1	9	3	4	-1	1	-0.1	98	-13	0	98
37	O=C(NC(=O)N1CCN(c2ccccc2F)CC1)c1ccccc1	6	25	1	1	0.8	-0.1	97	-5	9	92
38	CCOC(=O)c1sc(=S)n(-c2cccc(C(F)(F)F)c2)c1SC	13	16	1	-10	0.8	-0.1	94	-12	2	98
39	CN(C)/C=C/C1=CC(=O)CC(C)(C)C1	8	6	5	-10	0.9	-0.4	94	-13	-1	102
40	[O-]/C(=C(\C(=S)Nc1cccc2ccccc12)[n+]1ccccc1)c1ccc2c(c1)OCCO2	-31	18	16	-3	0.8	-0.4	134*	0	4	96

Other results:
item	molecule	STAT3 inh	Diaph inh CS	G6PDH counter	TLR4 MyD88 comp	Diaph act CS	Hsp70 act	STAT3 act	APP transl inh	STAT1 blocker	STAT1 act
41	COc1ccc(Cc2nnc(NS(=O)(=O)Cc3ccccc3)s2)cc1	10	13	1	3	0.9	-0.2	94	-1	-1	101
42	C=CCNC(=S)N1CCc2c([nH]c3ccccc23)C1C (configuration not stated)	6	-3	-6	6	1	-0.6	99	8	5	93
43	CC(=O)c1ccc(NC(=O)Nc2ccc([N+](=O)[O-])cc2)cc1	-7	7	-20	-2	0.9	-0.2	109	-35	-3	103
44	O=C1CC(Nc2ccccc2)C(=O)N1Cc1ccccc1 (configuration not stated)	2	8	-7	-12	0.9	0.0	96	-10	-2	102
45	O=C1C2C3C=CC(CC3)C2C(=O)N1/N=C/c1ccc(O)cc1 (configuration not stated)	2	13	6	10	0.9	0.2	103	-18	-7	106
46	Cc1nc(SCC(N)=O)[nH]c(=O)c1Cc1ccc(OC(C)C)cc1	13	6	4	-3	0.9	-0.4	91	-7	3	97
47	CC(=O)N1N=C(c2ccc(Cl)cc2)OC1c1ccc(C(C)C)cc1 (configuration not stated)	-21	-6	2	-11	1.1	0.2	123	10	-36	133*
48	O=C(O)CCNS(=O)(=O)c1ccc2c(c1)CCCC2	9	8	16	1	0.9	0.2	99	5	-20	117
49	CCCC(C(=O)NC1CCCC1)N(Cc1ccc2c(c1)OCO2)C(=O)c1snc(C(N)=O)c1N (configuration not stated)	-5	2	3	-2	1	-0.3	108	-9	11	90
50	O=C(c1ccc([N+](=O)[O-])cc1)N(Cc1ccc(Cl)cc1)N1C(=O)CCCC1=O	6	12	7	3	0.9	-0.5	96	13	5	98
51	O=C(Nc1ccc(F)c(F)c1)c1ccc2c(c1)OCO2	24	20	12	11	0.8	-0.1	82	-81	-42	138*
52	CCn1c(C)cc(/C=C2\NC(=O)N(CC(=O)Nc3cccc(C)c3)C2=O)c1C	-9	8	3	-2	0.9	-0.2	117	-2	4	95
53	Cc1cc(CNC(=O)CCc2nnc(CCCc3ccccc3)o2)nn1C	14	12	1	3	0.9	-0.1	92	-18	-2	101
54	COc1cccc(-n2nnc3c(=O)n(Cc4ccccc4F)cnc32)c1	10	8	2	0	0.9	-0.1	95	-10	-1	101
55	CS(=O)(=O)c1cccc(C(=O)NC(c2ccccc2)c2ccccc2)c1	3	20	33	10	0.8	-0.2	102	-5	4	96
56	Cc1cc(S(=O)(=O)NCC(=O)O)ccc1F	8	13	-22	16	0.9	-0.2	96	2	3	98
57	CN(C(=O)CSc1nnc(-c2ccc(Cl)cc2)n1CC1CCCO1)C1CCS(=O)(=O)C1 (configuration not stated)	7	15	4	10	0.8	-0.2	96	2	1	98
58	Cc1[nH]n(-c2ccccc2)c(=O)c1/C=N/n1c(C)nc2ccccc2c1=O	-7	-19	5	-4	1.2	-0.2	110	12	-10	109
59	CC(=O)c1c(C)[nH]c(C(=O)OCC(=O)NCCc2ccc(Cl)cc2)c1C	16	8	-2	16	0.9	-0.3	92	-5	4	97
60	Cc1cccc(NC(=O)C(=O)NCCCN2CCOCC2)c1	1	-1	7	4	1	0.0	104	7	-11	110

Carrying on:
item	molecule	STAT3 inh	Diaph inh CS	G6PDH counter	TLR4 MyD88 comp	Diaph act CS	Hsp70 act	STAT3 act	APP transl inh	STAT1 blocker	STAT1 act
61	CC(=O)Nc1c(O)nc(SCC(=O)Nc2nnc(CC(C)C)s2)[nH]c1=O	12	19	1	-8	0.8	-0.3	93	1	4	96
62	CCOC(=O)Cc1cc(=O)n2[nH]cc(-c3cccc(Br)c3)c2n1	10	32	10	-13	0.7	-0.2	95	-10	9	90
63	COc1ccc(C2Sc3nncn3N2Cc2ccc(C#N)cc2)cc1 (configuration not stated)	-8	9	6	3	0.9	-0.3	111	-8	-10	109
64	CCOC(=O)c1cnc2ccc(C(=O)OC)cc2c1NCc1ccco1	4	18	8	-6	0.8	-0.3	100	1	5	95
65	O=S(=O)(c1ccc(F)cc1)c1nc(-c2ccco2)oc1Nc1ccc(F)cc1	1	26	-10	1	0.7	-0.4	102	-8	4	96
66	CN(c1ccc(C(=O)Nc2ccccc2C(=O)N2CCOCC2)cc1)S(C)(=O)=O	1	8	0	-21	0.9	-0.3	100	12	-1	104
67	Cn1c(NC(=O)C2c3ccccc3Oc3ccccc32)cc(=O)n(C)c1=O	13	28	-27	19	0.7	-0.4	95	-1	3	97

Random draw from the library; overall some 6.1% were active at least once.
